# Screening results: PubChem, University of Kansas High Throughput Screening Laboratory
# Pf apPOL inh = Pf-apPOL DNA polymerase inhibition. Recombinant Pf-apPOL, molecular beacon fluorescence, 1.5 h. inhibition, % at 10 µM. 210,000 tested, 0.25% active
# mHTT-CaM PPI inh = disrupts binding of mutant huntingtin to calmodulin; AlphaScreen His-mHTT/GST-CaM binding, luminescence; AID 1671202; 190,000 tested, 3.6% active; P42858; inhibition, % at 15 µM;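 further: 0% = both proteins with DMSO and 100% = one protein alone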
# Active calls of the source: *; i = inactive; . = no result given; & = joins results of further samples. No stated cut-off is given here; in the data, active means inhibition above about 50%; inactive means the rest.
SMILES,Pf apPOL inh,mHTT-CaM PPI inh
COc1ccc(CN2CCCC3CCCCC32)c(OC)c1OC (stereo not drawn),-9,-3
Cc1sc2cc(C(=O)N3CCCCCC3)[nH]c2c1CN1CCOCC1,-3,59*
O=c1oc2ccc([N+](=O)[O-])cc2cc1-c1nnc(NCc2ccccc2)s1,-6,-5
Cc1c(C(=O)NCCC(C)C)oc2ccc(S(=O)(=O)N3CCCC3)cc12,-2,-5
O=C(CCSc1ccc(Cl)cc1)NCc1ccccc1,0,-4
COc1ccc(C(=O)Oc2ccc(C=Cc3ccncc3)cc2OC)cc1,7,5
COc1ccc(-c2nn(C)c(=O)c3ccccc23)cc1NC(=O)c1ccccc1,4,9
CCOC(CNC(=O)c1sc2nc(C)nc(N3CCOCC3)c2c1C)OCC,-3,3
COc1cc(NC(=O)c2ccc(OC)c([N+](=O)[O-])c2)c(C(=O)O)cc1OC,-3,7
CC1(C)Cc2c(sc3nc(Nc4ccccc4)n(N)c(=O)c23)CO1,-6,53*
CN(C)c1ccc(C=NNC(N)=S)c(O)c1,44&43,.
O=C(NC1CC2CC1N(C(=O)c1ccsc1)C2)c1cccnc1 (stereo not drawn),0,6
COc1ncccc1CN(C)C(=O)c1ccccn1,1,-2
CCc1ccc(C(=O)Nc2cc(-c3ccn[nH]3)sc2C)cc1,-5,0
CC(=O)c1ccc(OCC(=O)NCCCn2ncccc2=O)cc1,-3,-15
Cc1c(NC(=O)COc2ccc(C(C)C)cc2)cccc1C(=O)O,-4,-1
O=C(Nc1ccc(Br)cc1F)N1CCOc2ccccc21,-5,-30
O=C(NCc1ccco1)C1C2C=CC3(CN(Cc4ccccc4Cl)C(=O)C13)O2 (stereo not drawn),6,19
Cc1ccc(C(=O)N2CCC3(CC2)NC(=O)N(Cc2ccccc2)C3=O)cc1F,-4,4
CC1(C)CC(=O)C2=C(C1)Nc1nc(SCc3ccccc3F)nn1C2c1cccnc1 (stereo not drawn),-6,-5
FC(F)(F)c1cccc(N2CCN(C3=Cc4ccccc4CC3)CC2)c1,-6,.
O=C(Nc1cccc(C(=O)N2CCCCC2)c1)C1CCCC1,-4,-7
CCCN1CCN(C(=O)C2CCc3sc(C(=O)N4CCCC4)cc3C2)CC1 (stereo not drawn),-2,5
CCOC(=O)C(C)Oc1ccc2c(c1)OC(=Cc1ccco1)C2=O (stereo not drawn),-3,-2
Oc1oc(-c2ccccc2F)nc1C=Nc1cc(Cl)c(Cl)cc1Cl,-2,1
# Next section
SMILES,Pf apPOL inh,mHTT-CaM PPI inh
CN1CCCn2nc(C3CCN(C(=O)Cc4ccc(F)cc4)CC3)cc2C1=O,5,-9
Cc1ccc(C(=O)Nc2c3c(nn2-c2ccc(Cl)cc2)CSC3)cc1,2,21
O=C1CC(c2cccs2)CC2=C1C(c1cc(=O)c3ccccc3o1)Nc1ccccc1N2 (stereo not drawn),2,45
CCn1ncc(CNC(=O)c2cccc([N+](=O)[O-])c2)c1C,-2,-4
CC1(C)CC(=O)C2=C(C1)Nc1nc(SCc3ccccc3F)nn1C2c1cccc(O)c1 (stereo not drawn),-4,7
Clc1ccc(Cl)c(N=Cc2cc3ccccc3nc2Cl)c1,.,0
COc1cccc(CNC(=O)CC2CCN(S(=O)(=O)c3cccs3)CC2)c1,0,-3
Cc1ccc(-c2nccn3cc(C(=O)NC(C)C)nc23)cc1,4,10
CCS(=O)(=O)N1CCCC(C(=O)NCc2ccccc2Cl)C1 (stereo not drawn),-25,-4
CC(C)c1ccccc1NC(=O)c1ccccc1,-6,-5
CN(C)c1ccc(C2N(c3cccc(Cl)c3)C(=O)C3CCCN32)cc1 (stereo not drawn),-5,-3
O=C(CN1C(=O)CCC1=O)N1CC(c2nc(-c3cnccn3)no2)C1,-4,-15
COc1ccc(CCNC(=O)N2CCN(Cc3nnnn3-c3cccc(F)c3)CC2)cc1,-11,-8
CCCCCCn1cc(CN2CC(N(C)CC)CS2(=O)=O)nn1 (stereo not drawn),-8,-15
COc1ccc2c(c1)-c1onc(C(=O)NCc3cccc(Cl)c3)c1CC2,2,-34
Cc1cc(/C=C(\C#N)C(=O)Nc2ccccc2)c(C)n1-c1ccc(F)cc1,-4,-4
CN(C)S(=O)(=O)c1ccc(-c2ccccc2)cc1,0,-16
CC(=O)Nc1cccc(N2CC(C(=O)Nc3cccc(Cl)c3C)CC2=O)c1 (stereo not drawn),-8,-3
O=C(Nc1nnc2ccccn12)c1ccccc1Br,-3,100*
COc1ccc(OC)c(CN2CCN(C(=O)c3ccccc3F)CC2)c1,2,3
NC(=O)C1CCN(C2CC(=O)N(c3ccc(F)cc3)C2=O)CC1 (stereo not drawn),4,-3
Cc1ccc(C2CC(c3ccc(Cl)cc3)n3ncnc3N2)cc1 (stereo not drawn),-8,20
Cc1ccc(-n2c3c(cc(C(=O)Nc4ccccc4Br)c2=O)C(=O)CCC3)cc1,4,-5
O=C(NCc1ccc2c(c1)OCO2)C1CCN(C(=O)OCc2ccccc2)CC1,-29,.
Nc1nnc(-c2ccc([N+](=O)[O-])o2)s1,-1&-3,.

# Shown as tab-separated lines: entries from further up
Structure	Pf apPOL inh	mHTT-CaM PPI inh
CCOC(=O)C(C)Oc1ccc2c(c1)OC(=Cc1ccco1)C2=O (stereo not drawn)	-3	-2
Oc1oc(-c2ccccc2F)nc1C=Nc1cc(Cl)c(Cl)cc1Cl	-2	1
CN1CCCn2nc(C3CCN(C(=O)Cc4ccc(F)cc4)CC3)cc2C1=O	5	-9
Cc1ccc(C(=O)Nc2c3c(nn2-c2ccc(Cl)cc2)CSC3)cc1	2	21
O=C1CC(c2cccs2)CC2=C1C(c1cc(=O)c3ccccc3o1)Nc1ccccc1N2 (stereo not drawn)	2	45
CCn1ncc(CNC(=O)c2cccc([N+](=O)[O-])c2)c1C	-2	-4
CC1(C)CC(=O)C2=C(C1)Nc1nc(SCc3ccccc3F)nn1C2c1cccc(O)c1 (stereo not drawn)	-4	7
Clc1ccc(Cl)c(N=Cc2cc3ccccc3nc2Cl)c1	.	0
COc1cccc(CNC(=O)CC2CCN(S(=O)(=O)c3cccs3)CC2)c1	0	-3
Cc1ccc(-c2nccn3cc(C(=O)NC(C)C)nc23)cc1	4	10
CCS(=O)(=O)N1CCCC(C(=O)NCc2ccccc2Cl)C1 (stereo not drawn)	-25	-4
CC(C)c1ccccc1NC(=O)c1ccccc1	-6	-5
CN(C)c1ccc(C2N(c3cccc(Cl)c3)C(=O)C3CCCN32)cc1 (stereo not drawn)	-5	-3
O=C(CN1C(=O)CCC1=O)N1CC(c2nc(-c3cnccn3)no2)C1	-4	-15
COc1ccc(CCNC(=O)N2CCN(Cc3nnnn3-c3cccc(F)c3)CC2)cc1	-11	-8
CCCCCCn1cc(CN2CC(N(C)CC)CS2(=O)=O)nn1 (stereo not drawn)	-8	-15
COc1ccc2c(c1)-c1onc(C(=O)NCc3cccc(Cl)c3)c1CC2	2	-34
Cc1cc(/C=C(\C#N)C(=O)Nc2ccccc2)c(C)n1-c1ccc(F)cc1	-4	-4
CN(C)S(=O)(=O)c1ccc(-c2ccccc2)cc1	0	-16
CC(=O)Nc1cccc(N2CC(C(=O)Nc3cccc(Cl)c3C)CC2=O)c1 (stereo not drawn)	-8	-3
O=C(Nc1nnc2ccccn12)c1ccccc1Br	-3	100*
COc1ccc(OC)c(CN2CCN(C(=O)c3ccccc3F)CC2)c1	2	3
NC(=O)C1CCN(C2CC(=O)N(c3ccc(F)cc3)C2=O)CC1 (stereo not drawn)	4	-3
Cc1ccc(C2CC(c3ccc(Cl)cc3)n3ncnc3N2)cc1 (stereo not drawn)	-8	20
Cc1ccc(-n2c3c(cc(C(=O)Nc4ccccc4Br)c2=O)C(=O)CCC3)cc1	4	-5
O=C(NCc1ccc2c(c1)OCO2)C1CCN(C(=O)OCc2ccccc2)CC1	-29	.
Nc1nnc(-c2ccc([N+](=O)[O-])o2)s1	-1&-3	.

# More compounds.
SMILES,Pf apPOL inh,mHTT-CaM PPI inh
COCC(=O)Nc1cc(F)c2nc(N3CCCCC3)ccc2c1,1,5
N#Cc1cnc(-c2ccncc2)nc1-c1cccs1,2,.
Cc1ccc(NC(=O)CC2CC(C)(C)OC2=O)cc1 (stereo not drawn),-5,-3
Cc1oc(C2CCN(S(=O)(=O)c3ccc(C(C)C)cc3)CC2)nc1C(=O)N1CCCC1,-29,26
Cc1nc(C(=O)N2CCCCCC2)c(C)o1,1,-6
CC1CCN(C(=O)CS(=O)(=O)c2cn(Cc3ccc(F)cc3)c3ccccc23)CC1,1,32
COc1ccc(-c2nc(C)cc(C)c2CNC(=O)c2ccccc2)cc1,-7,-6
CCN1CCCn2nc(C3CCN(S(=O)(=O)c4cnn(CC)c4)CC3)cc2C1=O,-3,-3
Cn1ccc2c(cc(C(=O)NCC3CCCO3)n2C)c1=O (stereo not drawn),0,-4
Cc1cc(C)c(C=C2C(=O)CCCC2=O)[nH]1,-2,.
Cc1ccccc1NC(=O)c1cccc2c1C(=O)c1ccccc1-2,-3,18
COc1ccccc1CC(=O)Nc1ccc(Cl)cc1C,-4,-1
O=C(Cn1nnc(-c2ccccc2Cl)n1)NCc1ccccc1,-5,-9
C=CCC(N)(CC=C)C1=C[C@H](CC(=C)C)N[C@@H](CC(=C)C)C1,.,24
COc1cc(Br)c(/C=C2/C(=O)N(c3cccc(Cl)c3)N=C2C)cc1OC,-1,-2
CCN1C(=O)c2cccnc2Sc2cc(C(=O)NC3CCCCC3)ccc21,-1,3
O=C(Cc1cccc2ccccc12)Nc1ccc(CC(=O)N2CCC(O)CC2)cc1,-6,1
CC12CCC(C(=O)NCC(F)(F)F)(C(=O)C1=O)C2(C)C (stereo not drawn),-2,-2
COc1ccc(-c2csc(NC(=O)c3ccc([N+](=O)[O-])cc3)n2)cc1Br,-6,18
O=C1c2ccccc2C(=O)N1c1cccc(-c2csc(=Nc3ccccc3)n2CCO)c1,-1,31
COc1ccc(OC)c(Nc2nc3nonc3nc2N2CCCCC2)c1,-11,7
COC(=O)Cc1nc(Nc2ccccc2)sc1C,-8,.
CCc1ccc(NC(=O)N2CCc3c(nc4cc(-c5ccc(OC)cc5)[nH]n4c3=O)C2)cc1,3,5
CS(=O)(=O)NCC1CCC(C(=O)NCCC(c2ccccc2)c2ccccc2)CC1 (stereo not drawn),-4,-3
O=C(NCc1cccs1)C1CCN(c2cc(-n3ccnc3)ncn2)CC1,-10,-10
# Later entries.
SMILES,Pf apPOL inh,mHTT-CaM PPI inh
COc1cc(-c2nc(C=Nc3cccnc3Cl)c(O)o2)cc(OC)c1OC,0,9
Cc1ccc(Cl)cc1NC(=O)c1cc2n(n1)CCCC2,0,-12
O=C(c1ccsc1)N1CCCC2(C1)Nc1ccccc1NC2=NC1CCCC1 (stereo not drawn),-4,5
NS(=O)(=O)c1ccc(NC(=O)c2nc(-c3cnccn3)no2)cc1,-5,-7
O=c1oc(-c2ccccc2[N+](=O)[O-])nc2ccccc12,5,3
Cc1ccc(OCCn2cnc3ccccc3c2=O)c(Br)c1,3,-21
Cc1cc(C)n(CC(=O)N2CCC(O)(c3ccccc3)C(N(C)C)C2)n1 (stereo not drawn),-1,1
Cc1c(C(=O)NC2CCS(=O)(=O)C2)oc2ccccc12 (stereo not drawn),-7,-6
COc1cccc(C2CN(C(=O)c3ccccc3C)CC2C(=O)N2CCOCC2)c1 (stereo not drawn),-15,1
Cn1c(C(=O)Nc2cccc3ccccc23)cc2c(=O)n3ccccc3nc21,-6,3
O=C(Nc1cccc(NC(=O)c2cccnc2Cl)c1)c1ccco1,-4,-1
CCCCCc1ccc(-c2cn(Cc3ccc([N+](=O)[O-])cc3)nn2)cc1,-1,-1
COc1ccc(CN2CCCC(O)C2)c(OC)c1C (stereo not drawn),-1,-4
Cn1nccc1C(=O)N1CCCCC1c1nc(-c2cnccn2)no1 (stereo not drawn),-3,0
CC1(c2ccccc2NC(=O)c2ccccc2Br)CC1,9,-16
CCOc1ccc(N=C2NC(=O)C(CC(=O)Nc3ccc(Br)cc3)S2)cc1 (stereo not drawn),-4,20
O=C(NCCOc1ccccc1Cl)c1ccc2ccccc2n1,-5,-5
Clc1ccc(-c2ncnn2-c2ccc(Br)nc2)c(Cl)c1,-1,-4
COc1cc(-n2c(C)nc3cc(C(=O)NC4CCCC(C)C4C)ccc32)cc(OC)c1OC (stereo not drawn),34,45
CCOC(=O)c1c(C)n(C)c2ccc(O)c(CN3CCN(C)CC3)c12,4,8
O=C(NCCOc1ccc(F)cc1)c1ccc(C(F)(F)F)cc1,-78,-37
CCC(C)c1ccccc1OCC(O)CNC1CCCC1 (stereo not drawn),-12,-1
c1nc(N2CCCC2)c2sc3nc(N4CCOCC4)c4c(c3c2n1)CCCC4,-2,-1
O=C(NCCN1CCn2cc(OCc3ccc(F)cc3)c(=O)cc2C1=O)c1cnccn1,-5,-13
COc1cc(NC(=O)C2CC(=O)N(c3ccc4oc(C)nc4c3)C2)cc(OC)c1 (stereo not drawn),0,-2
# (listing goes on)
SMILES,Pf apPOL inh,mHTT-CaM PPI inh
Cc1c(C)c(C(=O)NCc2ccc3c(c2)OCO3)n(Cc2ccccc2F)c1C,-1,12
O=C(COc1ccc([N+](=O)[O-])cc1)Nc1ccc(Br)c(Cl)c1,-3,-3
Cc1cccc(NC(=O)c2ccc(-c3cncnc3)nc2)c1C,-5,8
COc1ccccc1CNc1ncnc2nc[nH]c12,11,7
Cc1ccsc1C1Nc2ccccc2NC2=C1C(=O)CC(C)(C)C2 (stereo not drawn),3,3
O=C(NCc1cccnc1)c1cc(S(=O)(=O)N2CCCCC2)ccc1Cl,1,-7
CC(C)OCCCNC(=O)c1ccc2c(c1)N(C)C(=O)C1CCCCN21 (stereo not drawn),1,-7
Nc1nonc1/C(=N\O)N1CCN(c2ccc([N+](=O)[O-])c3cccnc23)CC1,-1,i
CCOc1ccccc1C=C1Oc2c(ccc(O)c2CN2CCOCC2)C1=O,-10,2
CC1CCN(C(=O)c2ccc3c(c2)CC(=O)N3Cc2cccc(F)c2)CC1,-2,57*
O=C(Nc1cccc(C(F)(F)F)c1)NC1CCN(c2ccc(F)cc2)C1=O (stereo not drawn),2,-10
Cn1c(SCc2ccc(Br)cc2)nnc1-c1ccccc1O,4,6
CCN(Cc1ccccc1)C(=O)c1oc2ccc(S(=O)(=O)N3CCCCCC3)cc2c1C,-7,-16
CCCN1C(=O)C(C)(C)COc2cc(NS(=O)(=O)c3cc(C)c(C)cc3OC)ccc21,-4,31
